# m5-HT2A agonist: agonists of mouse serotonin 5-HT2A receptor (HTR2A). P35363. CHO-K1 mHTR2A beta-arrestin complementation, luminescence; percent of 30 µM serotonin response. activation, % at 7.6 µM. 360,000 compounds, 0.66% hits. AID 624169;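 active = activation above a run cutoff, the mean activation of all tested compounds plus 3 SD, cut at about 14% in these data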;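 note: 0% = plate median of compound wells and 100% = 30 µM serotonin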
# Target sequence (P35363 whole entry, looked up): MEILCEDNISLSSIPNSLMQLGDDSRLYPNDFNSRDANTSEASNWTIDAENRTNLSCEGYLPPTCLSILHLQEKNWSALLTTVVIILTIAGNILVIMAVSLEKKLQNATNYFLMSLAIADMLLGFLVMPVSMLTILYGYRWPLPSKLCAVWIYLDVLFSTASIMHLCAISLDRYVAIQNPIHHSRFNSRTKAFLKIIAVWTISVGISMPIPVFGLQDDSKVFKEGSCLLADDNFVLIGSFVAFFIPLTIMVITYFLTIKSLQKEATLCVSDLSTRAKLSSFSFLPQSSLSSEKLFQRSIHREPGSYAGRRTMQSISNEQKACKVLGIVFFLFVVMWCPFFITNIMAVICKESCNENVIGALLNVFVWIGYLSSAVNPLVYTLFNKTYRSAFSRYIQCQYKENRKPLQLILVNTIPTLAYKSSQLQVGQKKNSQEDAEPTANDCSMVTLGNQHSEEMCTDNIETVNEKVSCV
# ABHD5 PLIN5 PPI: ABHD5-PLIN5 protein interaction inhibition; Q00G26+Q8WTS1; inhibition, % at 4 µM; Split G. princeps luciferase complementation, luminescence, 4 h; 360,000 compounds, 0.78% hits; AID 602281;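 active = inhibition above the mean inhibition across every tested compound plus 3 SD, cut at about 22% in these data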;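 note: 0% = DMSO only wells and the 100% control is not disclosed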
# hiPSC survival: enhancers of human iPSC single-cell survival | hiPSC single-cell survival, ATPlite luminescence; 100% = ROCK inhibitor wells, 0% = DMSO | 360,000 compounds, 0.044% hits | AID 602274 | survival enhancement, % at 20 µM; in the data active = survival enhancement above about 18%;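 note: cells exposed to compounds for 16 hours before the ATP read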
# ABCB6 inh MLPCN: inhibitors of human ABC transporter ABCB6 | Q9NP58 | K562-ABCB6 porphyrin accumulation, flow cytometry, 1 h; hits give low values | AID 602162 | fluorescence ratio to DMSO, % at 10 µM | 360,000 compounds, 0.19% hits;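 active = fluorescence ratio to DMSO below 75%, the collection mean minus 3 SD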;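 note: signal is porphyrin accumulated inside mitochondria; 100% equals median channel fluorescence of DMSO control wells; lower ratio means ABCB6 inhibition with less porphyrin fluorescence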
# Cardio protect: myocardial damage modulation in H9c2 cells | H9c2 cardiomyocytes, H2O2 injury protection, ATPLite, 2 h | protection from H2O2 cell death, % at 20 µM | 360,000 compounds, 0.63% hits;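 active = compounds giving at least 50% protection of heart cells from peroxide-induced death in the single-dose screen, raw or plate-pattern-corrected value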;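 note: 0% = DMSO wells with peroxide and 100% = DMSO wells without peroxide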
# MC4R ag barr: human MC4R agonism via beta-arrestin; P32245; U2OS MC4R beta-arrestin complementation, luminescence; percent of melanotan II response, DMSO zero; activation, % at 8.9 µM; 360,000 compounds, 0.98% hits; AID 540308;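 active = activation above a per-plate cutoff, the mean activation of sample wells on that plate plus 3 SD, cut at about 8% in these data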
# Target sequence (P32245 whole entry, looked up): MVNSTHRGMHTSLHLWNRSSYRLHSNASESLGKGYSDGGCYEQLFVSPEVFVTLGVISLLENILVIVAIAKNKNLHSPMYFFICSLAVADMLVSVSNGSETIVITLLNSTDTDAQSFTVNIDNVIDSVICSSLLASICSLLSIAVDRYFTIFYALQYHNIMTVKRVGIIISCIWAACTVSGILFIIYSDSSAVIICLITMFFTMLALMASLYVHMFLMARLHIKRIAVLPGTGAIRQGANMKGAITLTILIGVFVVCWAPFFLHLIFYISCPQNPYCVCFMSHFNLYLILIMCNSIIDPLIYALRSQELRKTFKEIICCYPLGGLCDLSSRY
# aDG glyco up: increases alpha dystroglycan glycosylation | Pro5-aDG cells, alpha-DG glycosylation AlphaScreen (IIH6); 0% Pro5, 100% B10-LARGE cell signal | 360,000 compounds, 0.22% hits | activation, % at 10 µM;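 active = activation of at least 8% versus controls, or a plate z-score of at least 8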;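 note: Pro5 are CHO cells carrying HIG-tagged alpha-DG that lacks glycosylation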
# Granule exo inh: lytic granule exocytosis inhibition; inhibition, % at 10 µM; 360,000 compounds, 0.66% hits; TALL-104 LAMP-1 surface exposure, flow cytometry; cells stimulated with thapsigargin and PMA;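 active = inhibition above about 55%, limit read from the data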
# Glyco luc inh: N-linked glycosylation inhibition; 360,000 compounds, 0.23% hits; AID 588692; D54 ERlucT glycosylation luciferase reporter, 24 h; percent of 100 nM tunicamycin response; reporter increase, % at 12.5 µM;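 active = mean luciferase reporter signal, scaled so untreated is 0 and the glycosylation-blocking control 100, at or above a set limit in every replicate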;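 note: luciferase carries N-glycosylation sites so blocking glycosylation raises the light; 0% = median of neutral control wells and 100% = median of 100 nM tunicamycin wells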
# MC4R antag cAMP: blocks human MC4R cAMP signaling. P32245. MC4R-expressing cells, MTII-stimulated cAMP, LANCE TR-FRET. inhibition, % at 6.5 µM. 360,000 compounds, 0.48% hits. AID 540295;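 active = inhibition above its plate's cutoff, the mean of tested wells on that plate plus 3 SD, cut at about 29% in these data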;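 note: 0% = Melanotan II alone and 100% = Melanotan II plus saturating MCL0020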
#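 system = U2OS cells with stable human MC4R expression | also added = Melanotan II challenge after compound preincubation | dosing = one concentration, 6.5 µM nominal | incubation = compound 30 min, challenge 1 h, detection 1 h | measured by = TR-FRET with Eu-cAMP and labeled anti-cAMP, 671 nm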
# * marks the source's active call; other numbers are inactive results; x = no result given; & = joins results of further samples.
# The opening three compounds, to show the layout:
# Each structure is followed by: m5-HT2A agonist	ABHD5 PLIN5 PPI	hiPSC survival	ABCB6 inh MLPCN	Cardio protect	MC4R ag barr	aDG glyco up	Granule exo inh	Glyco luc inh	MC4R antag cAMP
COc1ccc(NC(=O)COc2cccc3c2OC(C)(C)C3)cc1OC
  5	7	0.2	92	-19	-3.1	0.8	0	1	7
COC(=O)C1=C(C(=O)OC)[C@@H]2N(C)c3ccc(OC)cc3[C@@]23C[C@@H](C(=O)OC)N(C(=O)c2cccs2)C3=N1
  -7	-7	-0.2	99	2	-0.9	0.0	-1	5	-1
COc1ccc(N2CCN(C(=O)CCCCCn3c(=S)[nH]c4ccc(N5CCOCC5)cc4c3=O)CC2)cc1
  -3	-3	-0.6	73*	8	-2.8	1.0	-2	-5	18

# All compounds of this part, previewed entries included:
# Each structure is followed by: m5-HT2A agonist	ABHD5 PLIN5 PPI	hiPSC survival	ABCB6 inh MLPCN	Cardio protect	MC4R ag barr	aDG glyco up	Granule exo inh	Glyco luc inh	MC4R antag cAMP
COc1ccc(NC(=O)COc2cccc3c2OC(C)(C)C3)cc1OC
  5	7	0.2	92	-19	-3.1	0.8	0	1	7
COC(=O)C1=C(C(=O)OC)[C@@H]2N(C)c3ccc(OC)cc3[C@@]23C[C@@H](C(=O)OC)N(C(=O)c2cccs2)C3=N1
  -7	-7	-0.2	99	2	-0.9	0.0	-1	5	-1
COc1ccc(N2CCN(C(=O)CCCCCn3c(=S)[nH]c4ccc(N5CCOCC5)cc4c3=O)CC2)cc1
  -3	-3	-0.6	73*	8	-2.8	1.0	-2	-5	18
CNC(=S)N/N=C(\C)c1ccc(C)c(C)c1
  3	12	-1.2	100	-5	1.8	1.2	1	2	-17
COc1ccc(CNC(=O)O[C@H]2CN(C(=O)OC(C)C)N(C(=O)OC(C)C)[C@@H]3CN(S(=O)(=O)c4ccc(C)cc4)C[C@]23O)cc1OC
  -1	1	2.6	96	10	0.0	0.1	0	2	-2
CCCSc1nnc(C(C)C)n1N
  0	-2	1.5	89	3	-1.9	0.0	4	2	-9
Cc1c(C(=O)Nc2cnccn2)oc2ccccc12
  -3	4	3.2	106	4	0.7	0.3	2	19	-1
COc1cccc(CN2CCN(S(=O)(=O)c3ccc(NC(C)=O)cc3)CC2)c1OC
  -1	7	0.1	100	-8	0.5	0.1	-3	2	2
Cc1ccc(S(=O)(=O)c2c(C)cc(C)nc2N2CCOCC2)cc1
  -1	-8	1.4	92	4	3.6	0.0	-1	1	18
CC1CCCC(NC(=S)NC(=O)c2cncc(Br)c2)C1C (stereo not drawn)
  -1	-3	-2.7	89	-4	-0.7	-0.1	0	1	2
CC(=O)c1c(Cl)nc2cccc3c2c1-c1ccccc1C3=O
  6	8	-0.2	100	10	0.4	-0.1	12	-3	8
O=C(Cc1ccc(NC(=O)C2CCCN(C(=O)C3CCCCC3)C2)cc1)Nc1ccc(C(=O)N2CCOCC2)cc1 (stereo not drawn)
  3	7	-1.3	101	-4	-1.1	-0.1	-3	1	-4
O=C(Nc1cccnc1)c1sc2cccc(F)c2c1Cl
  -3	-1	0.3	96	-3	-1.8	0.4	0	-10	0
CCCCCc1nnc(N)s1
  5	2	-0.6	95	7	-0.5	-0.2	-1	2	-2
Cc1coc2cc3oc(=O)c(Cc4ccccc4)c(C)c3cc12
  -1	2	-0.8	95	-10	-1.2	0.0	-12	-2	1
COC(=O)C1(C(=O)OC)C[C@H](c2cccs2)N(Cc2ccccc2OC)[C@@H]1c1ccc(F)cc1
  -12	-6	x	x	x	x	0.0	0	x	x
COc1cc(NC(=O)CCNS(=O)(=O)c2ccc3c(c2)CCC(=O)N3)cc(OC)c1
  0	-4	-0.2	104	6	-1.4	0.0	1	1	11
O=[N+]([O-])c1cccc(-c2noc3c2-c2nc(Cc4cccc5ccccc45)sc2CC3)c1
  12	3	0.7	98	-1	-1.2	-0.1	5	-1	2
COc1cc(C=O)c(Cl)cc1OCC(N)=O
  4	-5	-2.2	104	-5	-2.1	0.0	-10	0	16
COC(=O)CNC(=O)CNC(=O)c1nn(-c2ccc(OC)c(Cl)c2)c(=O)c2ccccc12
  0	2	1.0	99	18	-2.4	0.1	0	0	8
CC(C)(C)c1ccccc1NC(=S)NC1CCCC1
  0	2	-0.6	91	-4	-1.6	0.5	2	-3	4
Cc1cc(/C=N/NC(=O)C(O)(c2ccccc2)c2ccccc2)c(C)n1-c1cccc(C(=O)O)c1
  5	4	-0.5	96	2	-0.9	0.1	2	0	1
COc1ccc(OC)c(S(=O)(=O)NCCCN2CCOCC2)c1
  9	-10	0.4	102	2	-1.4	0.6	19	-2	6
CC(C)Nc1nc(Cl)nc(N(C#N)CN2C(=O)c3ccccc3C2=O)n1
  -1	-5	-0.4	103	14	-2.2	-0.3	1	7	-25
O=C(O)c1ccc(S(=O)(=O)Nc2ccc(F)c(Cl)c2)cc1
  -1	3	5.0	94	4	-0.1	-0.2	-1	0	18
O=C(CSc1nnc(-c2ccco2)o1)NC(=O)Cc1ccccc1
  -1	-9	-0.3	89	-1	-1.0	0.1	3	1	-3
Cc1nc(C)c(C(=O)OCC(=O)N2CCN(c3ccccc3)CC2)s1
  -5	1	-1.0	95	-2	-1.7	-0.1	1	1	12
Cc1ccc(NC(=O)C2CC(=O)Nc3ncnn32)cc1Cl (stereo not drawn)
  -1	3	-0.5	96	1	-1.3	0.1	-2	2	9
COc1ccc(Cl)cc1-c1nc(SCC(=O)NCCN2C(=O)CSC2=O)n[nH]1
  -1	6	-0.4	90	1	-0.5	-0.1	-2	7	1
Cc1ccc(C)c(OCCC(=O)Nc2ccc3c(c2)OCO3)c1
  -10	5	0.9	102	-12	3.5	0.1	15	0	7
CSCC[C@H](NC(=O)N1CCn2c1nc1ccccc12)C(=O)NCc1ccc2c(c1)OCO2
  -1	0	-0.6	105	13	-0.8	0.2	23	1	6
COc1ccccc1CNC(=O)COC(=O)Cc1c(Cl)cccc1Cl
  -5	0	-0.1	97	-4	-2.5	-0.1	-2	1	5
O=C(CN(Cc1ccc2c(c1)OCO2)C(=O)c1cnsn1)NC1CCCC1
  3	2	8.0	102	6	-0.2	-0.2	-5	2	2
Cc1ccc(C2C(C#N)=C(N)Oc3n[nH]c(-c4ccccc4)c32)o1 (stereo not drawn)
  -1	-56	-0.5	104	24	0.4	0.5	-2	2	13
COc1cccc(C(=O)Nc2ccc(NC(=O)C(C)C)nc2)c1
  2	3	-1.0	90	6	-0.2	0.3	-1	2	8
Cc1cc2c(cc1S(=O)(=O)N1CCN(c3cccc(C)c3C)CC1)OCCN2C
  3	1	3.8	103	-23	-0.2	-0.5	-1	0	-4
CCOC(=O)CC1C(=O)NCCN1Cc1ccc(OC)c(OC)c1 (stereo not drawn)
  -4	-4	-0.1	97	6	0.8	-0.2	-3	0	0
COc1ccc(-c2cc(C)no2)cc1S(=O)(=O)Nc1ccc(NC(C)=O)cc1
  -1	-3	-0.5	97	3	-4.0	1.7	0	10	0
Cc1nc(S/C(=C/c2ccc(-c3ccc(Cl)cc3)o2)C(=O)O)n[nH]1
  1	1	-0.7	114	-1	0.5	-0.1	69*	1	-2
CCCCCCSc1cccc(-c2nc3cc(C)ccn3c2NCc2ccccc2)c1
  -3&-5	0&-3	-1.6&1.1	96&94	-18	0.6	4.3&1.4	20&-3	-2	7
COc1ccc(C(=O)NC(=S)N2CCOCC2)cc1OC
  7	-5	0.0	106	-1	1.8	0.1	0	2	-5
COC(=O)c1nc2n(n1)C(c1cccc(Cl)c1)C1=C(CCCC1=O)N2 (stereo not drawn)
  6	3	1.3	100	2	-0.6	-0.3	-3	2	3
CCC1(CC)NC(=O)N(CC(=O)OCC(=O)c2cc(C)c(C)cc2C)C1=O
  1	-5	-0.3	95	5	-3.4	-0.3	-1	1	4
CCOC(=O)C(C)n1cnc2c(nnn2Cc2ccc(Cl)cc2)c1=O (stereo not drawn)
  5	3	-1.3	96	1	-0.2	0.1	0	-2	4
Cn1c(SCC(=O)c2cccs2)nnc1-c1ccco1
  3	3	-0.6	104	7	-3.1	0.1	-1	2	-1
Cc1nc2cc(NCc3ccc(Cl)cc3)ccc2n1C
  -4	4	-0.6	100	-8	0.8	0.2	15	-15	21
COc1ccc(C(=O)NCC2CCCO2)cc1OC (stereo not drawn)
  -4	-4	-0.5	101	14	-3.1	-0.1	3	0	15
Nc1nc(-c2ccc3c(c2)NC(=O)CO3)cs1
  2	0	3.5	97	5	-1.3	-0.1	0	1	5
CC(C)C(NC(=O)c1ccc(Cl)cc1Cl)C(=O)N1CCN(S(=O)(=O)c2ccccc2)CC1 (stereo not drawn)
  8	0	-1.1	101	0	-0.2	0.1	1	12	5
O=C(NC1CCCCC1)c1ccc(CS(=O)(=O)c2ccc(Cl)cc2)o1
  0	-6	1.2	104	1	-3.7	-0.4	-4	-6	7
CC(CC(=O)N1CCc2ccccc21)c1ccccc1 (stereo not drawn)
  -4	0	2.1	94	-9	4.5	-0.2	-4	-1	2
C=CCNc1nc(Cl)nc(Nc2ccc(OC)cc2)n1
  -4	0	-1.2	103	-1	-2.7	0.0	0	-1	3
Cc1cc(C)n2nc(C(=O)OCC(=O)N3C(C)CCCC3C)nc2n1 (stereo not drawn)
  8	-4	0.1	101	3	-3.9	0.0	-1	2	-2
CC(=O)n1cc(/C=N/NC(=O)c2ccccc2Cl)c2ccccc21
  3	4	0.2	97	5	1.9	-0.1	-16	2	0
Cc1[nH]c2ccccc2c1N=Nc1ccccc1F
  1	-2	1.2	91	-13	-3.7	-0.5	-1	-2	1
O=C(CSC1=Nc2ccccc2C2=NC(Cc3c[nH]c4ccccc34)C(=O)N12)NC1CCCCC1 (stereo not drawn)
  -3	2	0.2	90	8	-0.1	0.1	-2	2	-3

# Compound profiles, from the list above. Order of screens: m5-HT2A agonist, ABHD5 PLIN5 PPI, hiPSC survival, ABCB6 inh MLPCN, Cardio protect, MC4R ag barr, aDG glyco up, Granule exo inh, Glyco luc inh, MC4R antag cAMP
# Cc1nc2cc(NCc3ccc(Cl)cc3)ccc2n1C across the screens: -4, 4, -0.6, 100, -8, 0.8, 0.2, 15, -15, 21
# Cc1cc(C)n2nc(C(=O)OCC(=O)N3C(C)CCCC3C)nc2n1 (stereo not drawn) across the screens: 8, -4, 0.1, 101, 3, -3.9, 0.0, -1, 2, -2

# Compound activity (PubChem BioAssay)
